From PubChem
PP5 primary – inhibitors of human protein phosphatase 5 (PP5); purified PP5c, OMFP substrate fluorescence; P53041; 0.18% of 320,000 active; inhibition, % at 6.7 µM;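 active means inhibition above the campaign's mean inhibition across all tested compounds plus 3 SD, cut at about 9.5% in these data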;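 further: 0% = DMSO only and 100% = 100 µM cantharidin control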
core dimer inh – HCV core protein dimerization inhibition. TR-FRET GST/Flag-core106 dimerization, 1536-well. inhibition, % at 5 µM. 0.33% of 300,000 active. AID 1899;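 active means inhibition above the mean of all tested compounds plus 3 SD, set per screening campaign, cut at about 45% in these data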
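System: GST/Flag-tagged HCV core106 proteins. Incubation: compound-protein-antibody incubation 4 h at 22.5 °C. Technique: HTRF with 340 nm excitation, 617/671 nm emission. Medium: KF-containing HEPES buffer, pH 7.45, DTT, CHAPS, BSA. Read-out: inhibition (%) from 671 over 617 nm ratio. Also added: Eu(K)-anti-GST 90 ng/mL plus XL665-anti-Flag 1 µg/mL.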
TPT1 inh – blocks Candida albicans tRNA 2'-phosphotransferase; recombinant caTPT1, FP RNA substrate dephosphorylation; inhibition, % at 5 µM; 0.81% of 300,000 active;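 active means inhibition above the mean of all tested compounds plus 3 SD, set per screening campaign, cut at about 24% in these data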;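 further: plate controls were DMSO alone for no effect and ferristatin control at 100 nM for full effect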
CTSL1 counter – counter-screen for PFM18AAP inhibitors: inhibitors of F. hepatica cathepsin L1; inhibition, % at 5.96 µM; AID 1906; recombinant F. hepatica cathepsin L1, Z-Leu-Arg-MCA fluorescence; 0.49% of 300,000 active;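 active means inhibition above the mean of all tested compounds plus 3 SD, set per screening campaign, cut at about 17% in these data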;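 further: 0% = plate median of test compound wells and 100% = 1 µM Z-Phe-Ala-diazomethylketone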
PP1 counter – PP1-alpha (human) inhibition in PP5 counter-screen | P62136 | purified PP1alpha, OMFP fluorescence | inhibition, % at 6.7 µM | 0.9% of 320,000 active | AID 2235;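 active means inhibition above the mean inhibition of all tested compounds plus 3 SD, computed separately for each screening campaign, cut at about 15% in these data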
Target sequence (P62136 whole entry, looked up): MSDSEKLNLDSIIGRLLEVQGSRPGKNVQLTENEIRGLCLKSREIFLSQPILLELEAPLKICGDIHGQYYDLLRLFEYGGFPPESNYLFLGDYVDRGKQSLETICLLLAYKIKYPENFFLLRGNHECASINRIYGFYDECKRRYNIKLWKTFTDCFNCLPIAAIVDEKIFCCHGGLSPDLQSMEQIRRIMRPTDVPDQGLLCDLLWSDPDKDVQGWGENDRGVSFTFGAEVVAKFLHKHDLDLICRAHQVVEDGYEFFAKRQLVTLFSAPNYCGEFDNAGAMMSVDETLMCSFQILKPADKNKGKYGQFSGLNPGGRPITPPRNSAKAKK
proCasp7 act – activates human procaspase-7, counter-screen for procaspase-3 activators; recombinant procaspase-7, Ac-DEVD-pNA absorbance 405 nm; D23A/D198A/D206A triple mutant, cannot self-cleave; scale: DMSO 0, 5 µM enzyme 100; activation, % at 8.5 µM; 0.093% of 330,000 active; AID 463210;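 active means percent activation above the screen-wide mean plus 3 SD, cut at about 25% in these data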
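Replicates: singlicate. Assay system: Procaspase-7 triple mutant (PC-7 D3A). Signal: 405 nm absorbance of p-nitroaniline. Times: 1 h preincubation, 2 h reaction. Buffer or medium: Zinc-free HEPES pH 7.4 with 300 mM NaCl, 0.01% Triton X-100. Also added: DEVD-pNA substrate. Benchmarks: DMSO wells as 0%, DMSO with 5 µM added PC-7 as 100%.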
Efflux pump inh – antifungal efflux pump inhibition, Nile Red retention | S. cerevisiae Candida pump triplex | 0.44% of 330,000 active | inhibition, % at 10 µM;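 active means plate passing quality check with inhibition over a set limit, or well fluorescence over plate mean plus 4 SD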;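 further: Nile Red retained in pooled yeast measured as flow cytometry median fluorescence; 0% = buffer negative control and 100% = Enniatin B positive control; higher means more Nile Red kept so more efflux inhibition; some compounds called inactive have numbers as strong as hits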
JMJD2C inh – blocks human GASC-1 demethylase activity; Q9H3R0; GST-JMJD2C(1-420) H3K9me3 demethylation, DELFIA europium; inhibition, % at 2.35 µM; 0.069% of 330,000 active;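 active means more than half of a compound's replicate wells show inhibition beyond 50%, single wells judged on their own value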;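 further: signal counts dimethyl H3K9 product captured on neutravidin plate; 0% = median of DMSO wells and 100% = 0.3 times that DMSO median; strong numbers were not always called active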
Target sequence (Q9H3R0 1-420 limits assumed): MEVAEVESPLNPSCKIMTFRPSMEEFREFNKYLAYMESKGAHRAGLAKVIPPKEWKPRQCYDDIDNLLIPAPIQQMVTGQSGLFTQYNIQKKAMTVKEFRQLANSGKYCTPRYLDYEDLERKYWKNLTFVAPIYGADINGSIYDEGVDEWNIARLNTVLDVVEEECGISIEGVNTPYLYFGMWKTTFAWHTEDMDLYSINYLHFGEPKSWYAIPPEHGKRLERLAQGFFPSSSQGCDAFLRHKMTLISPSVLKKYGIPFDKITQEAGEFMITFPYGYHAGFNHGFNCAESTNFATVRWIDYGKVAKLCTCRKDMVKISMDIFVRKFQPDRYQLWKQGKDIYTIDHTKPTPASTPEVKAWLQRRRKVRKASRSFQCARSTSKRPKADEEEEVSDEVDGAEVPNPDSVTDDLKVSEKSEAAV
procasp3 activ – activates human procaspase-3; P42574; recombinant procaspase-3 D3A, Ac-DEVD-pNA absorbance 405 nm; activation, % at 8.5 µM; 0.11% of 330,000 active; AID 463141;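 active means activation above the mean of all tested compounds plus 3 SD, cut at about 21% in these data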;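 further: 0% = DMSO alone and 100% = DMSO wells spiked with extra 5 µM PC-3 D3A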
Target sequence (P42574 whole entry D9A/D28A/D175A): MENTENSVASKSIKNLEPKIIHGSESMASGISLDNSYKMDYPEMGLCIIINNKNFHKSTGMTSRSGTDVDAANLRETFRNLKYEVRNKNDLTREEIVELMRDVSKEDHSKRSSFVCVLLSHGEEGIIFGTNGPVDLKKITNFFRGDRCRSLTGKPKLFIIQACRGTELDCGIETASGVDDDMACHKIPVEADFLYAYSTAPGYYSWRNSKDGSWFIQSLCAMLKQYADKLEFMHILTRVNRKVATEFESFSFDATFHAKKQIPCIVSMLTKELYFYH
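Assay system – Procaspase-3 D3A mutant, all three cleavage aspartates alanine · Controls – DMSO-only low control, 5 µM PC-3 D3A high control · Schedule – 1 h compound preincubation, 2 h substrate hydrolysis at 25 °C · Signal – 405 nm absorbance of p-nitroaniline, reads at 0 and 120 min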
* = called active by the depositor; nt = not tested or not shown; & = joins results of further samples.

# | mol | proCasp7 act | procasp3 activ | Efflux pump inh | core dimer inh | PP5 primary | JMJD2C inh | PP1 counter | CTSL1 counter | TPT1 inh
1 | CN1c2ccccc2N(C)C1c1c(O)ccc2ccccc12 | -9 | 4 | 0.0 | -12 | 4.2 | 9 | -1 | 1 | -3
2 | COCn1c(COc2ccc3ccccc3c2)nc2ccccc21 | -4 | -4 | -0.2 | 7 | 1.9 | -2 | 3 | 0 | -2
3 | Cc1ccccc1OCC(=O)O/N=C(\N)Cc1ccc(Cl)cc1 | -1 | -4 | -0.1 | -2 | -0.1 | 0 | -4 | -21 | -4
4 | CC[n+]1c(/C=C(\C)SC)sc2ccccc21 | -22 | -5 | -0.1 | 6 | 2.4 | -5 | 2 | 2 | -3
5 | CCOC(=O)C1CCN(C(=O)COC(=O)C2CCN(S(=O)(=O)c3ccc(C)c(C)c3)CC2)CC1 | -6 | 5 | 0.0 | -1 | 0.6 | -4 | -5 | 2 | 0
6 | CCc1nc2c3cnn(-c4cc(Cl)ccc4C)c3ncn2n1 | 9 | 7 | 0.0 | -1 | 2.7 | 17 | 0 | -3 | -5
7 | COc1ccc(NC(=O)c2cc([N+](=O)[O-])nn2Cc2ccccc2)c(C)c1 | 4 | 4 | -0.2 | 2 | 0.5 | 0 | 0 | -3 | 0
8 | COc1ccc(C2CC(c3cccs3)=NN2c2ccc(C=O)cc2)cc1 (configuration not stated) | -38 | -61 | 0.2 | 8 | 1.8 | 2 | 2 | 6 | 65*
9 | O=C(Cc1ccc([N+](=O)[O-])cc1)Nc1cccc(C(F)(F)F)c1 | -6 | -5 | 0.4 | -10 | 6.7 | 4 | 1 | -2 | 2
10 | O=C(NCc1ccccc1)c1cccc(COc2ccc3c(c2)CCC3)c1 | 0 | 4 | -0.2 | 11 | 1.5 | -4 | 6 | -2 | 0
11 | Cc1cccc(C(=O)Nc2ccccc2C(=O)NCc2cccnc2)c1 | 5 | -6 | -0.1 | 3 | 1.1 | 0 | -3 | -1 | -3
12 | Cc1ccc(NS(=O)(=O)c2ccc(C(C)C)cc2)cc1S(=O)(=O)N1CCOCC1 | -3 | -8 | 0.0 | nt | nt | 12 | nt | nt | nt
13 | Cc1cc(NS(=O)(=O)c2ccc(NC(=O)C(CC(C)C)N3C(=O)c4ccccc4C3=O)cc2)nc(C)n1 (configuration not stated) | -5 | -10 | 0.9* | 6 | 2.8 | 0 | -2 | -1 | 0
14 | S=C(NCc1ccc2[nH]c3c(c2c1)CCCC3)Nc1ccccc1 | 8 | -5 | -0.1 | -11 | 8.2 | 12 | -4 | -1 | 0
15 | Cc1ccc(N/C=C/C(=O)c2ccc(C)cc2)cc1 | 1 | 3 | 0.0 | 19 | 2.6 | -3 | 2 | 2 | 2
16 | CC1(C)CC(=O)C=C(c2cccc(O)c2)C1 | -2 | -1 | 0.0 | nt | -0.4 | nt | 0 | nt | nt
17 | Cn1cnnc1SCCC(=O)Nc1ccc(Cl)cc1 | 7 | -5 | 0.1 | -5 | 4.3 | -31 | 1 | -2 | -1
18 | COc1ccccc1NC(=O)Cn1nnc(-c2ccccc2NC(=O)c2ccco2)n1 | 0 | 3 | 0.0 | 6 | 3.3 | 2&8 | -2 | -3 | -7
19 | CC(=C/C(=O)O)/C(=C/c1ccccc1)C(=O)O | -7 | 8 | 0.0 | 2 | 0.6 | 6 | -3 | -4 | -1
20 | C=CCSc1nnc(NC(=O)c2cccc(S(=O)(=O)N(C)c3ccccc3)c2)s1 | 5 | 0 | 0.2 | 3 | 1.5 | -2 | 7 | 1 | -2
21 | Cc1ccc(NC(=O)C2CCCCC2)cc1C | 4 | 5 | -0.1 | 4 | -1.5 | 1 | 3 | -2 | -2
22 | O=c1cc(-c2cccc(F)c2)[nH]c2ccccc12 | 8 | 3 | -0.3 | -3 | 0.0 | 3 | 3 | -6 | -3
23 | CCN1C(=O)/C(=C/c2ccc(OC)c(OC)c2)N=C1SCC(=O)NCc1ccco1 | -12 | -3 | 0.2 | -2 | 3.0 | 6 | -2 | -1 | 1
24 | O=C1CC2(CCCC2)C(=O)N1CN1CCN(S(=O)(=O)c2ccc(Cl)c(Cl)c2)CC1 | 3 | 7 | -0.2 | nt | -0.1 | 5 | -1 | nt | nt
25 | O=C(NC1CCCC1)C1=COCCO1 | 12 | 4 | 0.0 | 1 | -4.3 | 3 | -7 | 5 | 0
26 | CNC(=O)CSc1cnc2ccccc2n1 | -4 | 10 | -0.4 | 0 | 3.5 | 21 | -2 | 2 | 1
27 | O=C(CC(=O)NC1CCCCC1)N/N=C/c1ccccc1Cl | -9 | 7 | -0.1 | 3 | 1.7 | -3 | -2 | 3 | -1
28 | COc1ccccc1N(/N=C1\Sc2ccccc2C1=O)C(C)=O | 5 | -12 | 0.0 | 12 | 3.0 | -2 | -1 | 30* | -2
29 | CCOC(=O)C1=C(C)NC(=O)C1CC(=O)O (configuration not stated) | 0 | 2 | 0.3 | -5 | 0.7 | -8 | -6 | -1 | 4
30 | COc1cccc(-c2nnn(CCC(=O)O)n2)c1 | 1 | 4 | 0.0 | 0 | -3.4 | 4 | 0 | 4 | -2
31 | O=C(CCN1C(=O)/C(=C/c2ccccc2Cl)SC1=S)NNC(=O)c1ccccc1O | -10 | -4 | -0.1 | 16 | 0.3 | -11 | 9 | 4 | 4
32 | C=CCOc1nc(N(C)C)nc(N(C)C)n1 | -4 | -6 | 0.1 | 0 | 2.9 | 11 | -4 | 2 | -1
33 | Fc1ccc2[nH]c3c(N4CCc5ccccc5C4)ncnc3c2c1 | 1 | 5 | -0.1 | 0 | 2.9 | 4 | 1 | 6 | -4
34 | CCC(c1nnc(SCC(=O)Nc2ccc(C(=O)Nc3ccccc3OC)cc2)o1)N(C)C (configuration not stated) | -6 | -7 | 0.0 | 30 | -1.2 | 2 | -4 | 6 | -1
35 | CN1CCN(C2=NC(=O)/C(=C/c3cn[nH]c3-c3ccccc3)S2)CC1 | 9 | 4 | -0.1 | -2 | 1.2 | 1 | -4 | 7 | -1
36 | CC(C)(C)c1nnc2sc(SCC(=O)N3CCc4ccccc43)nn2c1=O | -3 | 5 | 0.1 | -3 | 3.1 | -2 | -7 | 0 | -1
37 | O=C(NCc1ccccc1)c1cc(=O)c2ccccc2o1 | 8 | 6 | 0.1 | 5 | 3.5 | 11 | -2 | -4 | 1
38 | Cc1cc(C)n(S(=O)(=O)c2ccc3oc(=O)ccc3c2)n1 | 5 | 1 | 0.0 | 8 | -1.3 | -1 | -3 | 0 | 1
39 | NC(=O)NC(=O)CSc1nc2cc([N+](=O)[O-])ccc2n1-c1cccc(C(F)(F)F)c1 | -2 | -1 | 0.0 | 9 | -1.2 | -10 | 1 | 4 | 1
40 | Cc1ccc2cc(C=O)c(N(C)C)nc2c1 | -5 | -2 | 0.2 | -5 | -4.1 | -7 | -9 | -8 | -1
41 | CN1CCN(C(=O)CN(c2cccc(Cl)c2)S(=O)(=O)c2ccccc2)CC1 | 4 | 5 | 0.0 | 14 | 1.2 | 9 | -5 | 1 | -6
42 | O=C(CCc1nc2ccccc2s1)NCc1ccccc1F | -4 | -8 | 0.0 | 3 | 0.3 | 8 | -4 | -3 | 10
43 | COc1ccc(N(CC(=O)NCCSc2ccccn2)S(=O)(=O)c2ccccc2)c(OC)c1 | 0 | -1 | 0.1 | -23 | 2.2 | -12 | 3 | 5 | 1
44 | COC(=O)CSc1nnc(-c2ccoc2C)n1-c1ccc(OC)cc1 | -3 | -13 | 0.0 | -2 | -5.7 | 9 | -1 | 2 | -1
45 | CCOc1ccccc1C(=O)NC1CC2CCCC(C1)N2Cc1ccc(C)cc1 (configuration not stated) | 14 | -1 | 0.0 | -2 | 0.9 | -21 | -2 | 3 | -3
46 | COc1c(C(=O)Nc2ccc3[nH]c(=O)[nH]c3c2)cc2ccccc2c1Br | -7 | 5 | 0.0 | 3 | 0.4 | 9 | 9 | 4 | -1
47 | O=C(N/N=C/c1ccccn1)c1ccco1 | -3 | 6 | -0.1 | -8 | 0.2 | -4 | -2 | 1 | 3
48 | Cc1noc(C)c1S(=O)(=O)N1CCCC(C(=O)NCc2ccccc2Cl)C1 (configuration not stated) | 4 | 2 | 0.0 | 2 | -0.1 | -9 | -3 | 1 | -2
49 | c1c(C2CCCCC2)n[nH]c1CN1CCCCC1 | 5 | 10 | 0.0 | -4 | 0.2 | 5 | -3 | 4 | 3
50 | O=C(O)C1C2C=CC(C2)C1C(=O)Nc1cccc(C(=O)N2CCCCC2)c1 (configuration not stated) | -4 | 4 | 0.0 | 9 | 1.8 | -6 | -3 | 0 | 1

Structures listed so far that contain fluorine:
# | mol | proCasp7 act | procasp3 activ | Efflux pump inh | core dimer inh | PP5 primary | JMJD2C inh | PP1 counter | CTSL1 counter | TPT1 inh
9 | O=C(Cc1ccc([N+](=O)[O-])cc1)Nc1cccc(C(F)(F)F)c1 | -6 | -5 | 0.4 | -10 | 6.7 | 4 | 1 | -2 | 2
22 | O=c1cc(-c2cccc(F)c2)[nH]c2ccccc12 | 8 | 3 | -0.3 | -3 | 0.0 | 3 | 3 | -6 | -3
33 | Fc1ccc2[nH]c3c(N4CCc5ccccc5C4)ncnc3c2c1 | 1 | 5 | -0.1 | 0 | 2.9 | 4 | 1 | 6 | -4
39 | NC(=O)NC(=O)CSc1nc2cc([N+](=O)[O-])ccc2n1-c1cccc(C(F)(F)F)c1 | -2 | -1 | 0.0 | 9 | -1.2 | -10 | 1 | 4 | 1
42 | O=C(CCc1nc2ccccc2s1)NCc1ccccc1F | -4 | -8 | 0.0 | 3 | 0.3 | 8 | -4 | -3 | 10

Next structures follow:
# | mol | proCasp7 act | procasp3 activ | Efflux pump inh | core dimer inh | PP5 primary | JMJD2C inh | PP1 counter | CTSL1 counter | TPT1 inh
51 | CCC(C(=O)c1ccc(O)cc1)c1ccccc1 (configuration not stated) | -8 | -12 | 0.3 | 9 | 1.1 | -11 | -2 | -1 | 0
52 | C=CCN(c1ccc(C(=O)Nc2ccc3c(c2)n(C)c(=O)n3C)cc1)S(C)(=O)=O | 2 | 0 | 0.0 | 4 | 0.2 | 1 | -4 | -3 | 1
53 | CCCCCCSc1cccc(-c2nc3ccc(Cl)cn3c2NCc2ccccc2)c1 | -12 | -20 | nt | -10 | 2.1 | 3 | 7 | 5 | -3
54 | CS(=O)(=O)N1CCN(C(=O)Nc2ccccc2)CC1 | -11 | 4 | 0.0 | -2 | 2.9 | -3 | 2 | -2 | -1

One compound at a time (already shown). Order of values: proCasp7 act, procasp3 activ, Efflux pump inh, core dimer inh, PP5 primary, JMJD2C inh, PP1 counter, CTSL1 counter, TPT1 inh
CCC(C(=O)c1ccc(O)cc1)c1ccccc1 (configuration not stated) in the list: -8, -12, 0.3, 9, 1.1, -11, -2, -1, 0
CCCCCCSc1cccc(-c2nc3ccc(Cl)cn3c2NCc2ccccc2)c1 in the list: -12, -20, nt, -10, 2.1, 3, 7, 5, -3
